H9c2 TAG inh = triacylglycerol accumulation inhibition | H9c2 cells, Nile Red lipid (TAG) fluorescence; cells loaded with 200 µM oleic acid | inhibition, % at 12.5 µM | 230,000 compounds, 0.66% hits;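 active means pattern-corrected inhibition of lipid staining of at least 50% with the nuclear-stain viability signal not falling by more than 50%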;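 further: 0% = DMSO wells and 100% = triacsin C control wells; some results filed as inactive read as strong as hits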
H9c2 TAG inh DAPI viability = further read-out of H9c2 TAG inh, marked with its call; DAPI nuclei signal change (viability), lower = more cytotoxic, %;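 whole-well DAPI fluorescence read on a plate reader as a viability signal; minus 50 percent equals half of cells still viable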
* marks the source's active call; other numbers are inactive results.

SMILES	H9c2 TAG inh	H9c2 TAG inh DAPI viability
Cc1nnc(SCC2=C(C(=O)O)N3C(=O)C(NC(=O)Cn4nc(C(F)F)c(Cl)c4C)C3SC2)s1 (stereo unspecified)	-5	-5
C=CCn1c(SC)nc2sc3c(c2c1=O)CCc1ccccc1-3	2	-2
CCOC(=O)C1=C(C)NC(=S)NC1c1ccc(C)s1 (stereo unspecified)	-10	-2
NC(=O)C1CCN(C(=O)/C=C/c2ccccc2[N+](=O)[O-])CC1	5	1
COc1ccc(NC(=O)C(OC(=O)c2cnccn2)c2ccccc2)cc1Cl (stereo unspecified)	-5	-2
CCCn1c(N)c(C(=O)CN(C)CC(=O)Nc2c(Cl)cccc2Cl)c(=O)[nH]c1=O	7	-4
O=C(Cc1ccc(Cl)cc1)NNC(=S)NC(=O)c1cccs1	4	-5
Fc1cccc(NC(=S)NCCCN2CCOCC2)c1	-6	1
CN1/C(=C\C(=O)Nc2ccc(F)cc2)C(C)(C)c2ccccc21	3	-14
OCC1(Cc2cccc(C(F)(F)F)c2)CCN(Cc2cc(F)cc(F)c2)CC1	12	4
COc1ccc2oc(=O)c(C(=O)Nc3ccccc3O)cc2c1	8	4
CC(=O)Nc1ccc(NC(=O)C(C)OC(=O)c2c(C)nn(-c3ccccc3)c2Cl)cc1 (stereo unspecified)	14	2
COc1ccc(C(=O)NNC(=O)C(=O)N2CCCCC2)cc1OC	-6	7
CCOC(=O)c1c(NC(=O)c2ccc(N3C(=O)C4C5C=CC(C5)C4C3=O)cc2)sc2c1CCCC2 (stereo unspecified)	30	21
O=C(NCc1ccc2c(c1)OCO2)C(=O)NC1CCCCC1	10	-1
Cc1ccc(S(=O)(=O)Nn2cnnc2)cc1	4	-8
CCN(CC)S(=O)(=O)c1cccc(C(=O)N[C@H](C(=O)NC2=NCCS2)C(C)C)c1	-12	7
N#C/C(=C\c1ccc(-c2ccccc2Cl)o1)C(=O)Nc1nc2ccccc2s1	5	-1
COc1ccccc1Nc1ncc(C(=O)N2CCC(C(N)=O)CC2)c2ccccc12	-4	-4
Cc1ccc(S(=O)(=O)Nc2nc3ccccc3nc2NCC2CCCO2)cc1 (stereo unspecified)	1	6
Cc1nn2c(NCCOCCO)c3c(nc2c1-c1ccccc1)CCC3	9	-6
CC1CCN(c2nc(-c3cccnc3)nc3scc(-c4ccccc4)c23)CC1	-19	13
COc1ccc(CNC(=O)C(CCSC)NC(=O)c2ccco2)cc1 (stereo unspecified)	4	-14
Cc1ccc(N/C=C/C(=O)c2cccs2)cc1	-7	4
COc1cc(-c2ccc3c(=O)c4ccccc4n(C)c3c2)cc(OC)c1OC	8	9
C=CCn1cnc2c(nnn2Cc2ccc(F)cc2)c1=O	9	-11
Cc1cc(NC(=O)CSc2ccnc(=O)[nH]2)no1	9	11
Cc1occc1C(=O)NNC(=O)Nc1ccc([N+](=O)[O-])cc1	-27	12
O=C(c1cccs1)N1CCC(Cc2ccccc2)CC1	-16	11
CN(C)C(=O)COC(=O)c1ccccc1Sc1ccccc1C#N	5	-1
CC(C)(C)n1nnnc1C(c1cccs1)N1CCN(C(=O)c2ccco2)CC1 (stereo unspecified)	-8	-4
CCOC(=O)C(C)Oc1cccc2c(=O)n(CC(=O)N3CCCc4ccccc43)ccc12 (stereo unspecified)	-10	-25
COC(=O)c1ccc(CSc2nnc3c(n2)[nH]c2ccccc23)cc1	-2	6
Cc1cc(=O)oc2cc(OCC(=O)N3CC(=O)Nc4ccccc43)c(Cl)cc12	14	2
Cc1cc(C)c2nc(/N=C(\N)NC(=O)c3ccccc3)nc(C)c2c1	10	3
C[C@@H]1CN([C@H](C)CO)C(=O)c2cc(Br)cnc2O[C@H]1CN(C)C(=O)CC1CC1	1	-4
O=C(Nc1ccncc1)c1ccc(F)cc1	7	14
CCCCS(=O)(=O)NC1=NCN(CCO)CN1	-9	20
CN(C(=O)c1ccccc1OCc1ccc(F)cc1)c1c(N)n(Cc2ccccc2)c(=O)[nH]c1=O	2	-3
O=C(CSc1nnc(Cc2cc(=O)[nH]c(=O)[nH]2)n1-c1ccccc1)N1CCCc2ccccc21	16	-1

A stretch from the list above, as a working copy:
SMILES	H9c2 TAG inh	H9c2 TAG inh DAPI viability
CC(C)(C)n1nnnc1C(c1cccs1)N1CCN(C(=O)c2ccco2)CC1 (stereo unspecified)	-8	-4
CCOC(=O)C(C)Oc1cccc2c(=O)n(CC(=O)N3CCCc4ccccc43)ccc12 (stereo unspecified)	-10	-25

(more compounds)
SMILES	H9c2 TAG inh	H9c2 TAG inh DAPI viability
O=C(CSC1=NNC(c2ccccn2)S1)Nc1ccccc1 (stereo unspecified)	27	-17
O=C(CN1C(=O)c2cccc3cccc1c23)N1CCN(c2ccccc2)CC1	-5	5
Cc1cccc(Cn2c(SCCN3CCOCC3)nc3c2c(=O)n(C)c(=O)n3C)c1	3	-15
CN(C)c1ccc(C=C2C(=O)OC3(CCCC3)OC2=O)cc1	6	-1
CCc1nc2ccc(C(=O)NCCN3CCNC3=O)cn2c1N(CC)CCOC	-1	-2
N=c1sccn1CC(=O)Nc1ccccc1Sc1ccccc1	2	5
OC(C#CCN1CCCCCC1)(c1ccccc1)c1cccnc1 (stereo unspecified)	-9	7
[O-]c1n[n+](-c2ccc(Cl)cc2Cl)cc2ccccc12	-22	-2
CCOc1cc(Br)cc(C(c2c(C(=O)O)[nH]c3ccccc23)c2c(C(=O)O)[nH]c3ccccc23)c1O	-3	1
Cc1nnc(NC(=O)CSc2nc3ccccc3[nH]2)s1	-2	11
Cc1ccc(C(=O)N[C@H](C(=O)OCc2nnc(-c3ccccc3)o2)C(C)C)cc1	5	-6
CCOc1ccccc1NC(=O)CSc1nnc2ccc(-c3ccncc3)nn12	-3	5
COc1ccc(CN(C)CC(=O)Nc2cccc(S(=O)(=O)N(C)c3ccccc3)c2)c(OC)c1	6	4
Cc1cc(F)ccc1NC(=O)C1CCN(C(=O)Nc2ccccc2)CC1	13	3
Cc1cccc(C)c1NC(=S)NC(C)(C)CO	12	-4
O=C(CCSCc1ccc(Cl)cc1)NCc1cccnc1	-3	4
CC12CCC(=O)N1C(C(=O)NCCN1C(=O)S/C(=C\c3ccccc3Cl)C1=O)CS2 (stereo unspecified)	-14	-2
CC1(c2nnc(-c3ccc(Cl)cc3)o2)CC(c2ccncc2)=NO1 (stereo unspecified)	-3	-10
COc1ccc(OC)c([C@@H]2OCCC=C[C@H]2C)c1	-24	6
CC(=O)Nc1cccc(C(=O)NCC2(N3CCCCC3)CCCCC2)c1	2	1
O=C(COC(=O)C1CCN(C(=O)c2ccc(Cl)cc2)CC1)NC1CCS(=O)(=O)C1 (stereo unspecified)	9	-2
CN(CC(=O)Nc1ccccc1Cl)C(=O)Cn1nnc(-c2ccc(F)cc2)n1	14	-5
CC1Cc2ccccc2N1C(=O)COC(=O)c1n[nH]c(=O)c2ccccc12 (stereo unspecified)	8	0
CCC(C)(C)NC(=O)C(c1cccc(OC)c1OC)N(CC(C)C)C(=O)CCC(=O)Nc1cc(C)on1 (stereo unspecified)	3	-7
CC1=C(C)/C(=N\OS(=O)(=O)c2ccc(C)cc2)C=CC1=O	75	-66
CC1(C)CC(=O)C=C(c2cccs2)C1	-14	12
O=C(CCCN1C(=O)/C(=C/c2ccccc2Cl)SC1=S)NNC(=O)c1ccc(Cl)cc1Cl	-8	35
CN1CCN(C(=O)c2ccccc2-c2nc(-c3ccccc3)no2)CC1	-9	-4
CN1CCN(C2=Cc3cc(Cl)ccc3Sc3cc(F)ccc32)CC1	26	-4
CCOc1ccc(C(=O)O)cc1OC	-29	0
CC1(OC(=O)CCc2ccccc2)C(=O)C=C2C=C(c3ccc(C#N)cc3)N(Cc3ccccc3)C=C2C1=O (stereo unspecified)	-2	-3
CC(=O)c1c(N2CCOCC2)nc(=S)n(-c2ccc([N+](=O)[O-])cc2)c1C	-8	5
Cc1ccc(-n2c(=O)c3ccccc3n(CC(=O)C(C)(C)C)c2=O)cc1	2	-4
COc1ccc2c(CCNC(=O)Nc3ccccc3)c[nH]c2c1	-20	3
Cc1nc(NS(=O)(=O)c2ccccc2)sc1NC(=O)OCCN(C)C	-9	-3
Cc1nn(Cc2ccc(C(=O)N/N=C/c3ccncc3)o2)c(C)c1Cl	-6	-1
CCCCNC(=O)c1cc2c(=O)n3cccc(C)c3nc2n(CCN2CCOCC2)c1=N	20	16
CC(=O)N(Cc1cccs1)Cc1cc2cc(C)c(C)cc2nc1Cl	-10	-2
COc1ccc(-c2coc3c(C(=O)NCC4CCOCC4)cccc23)c(C)c1	-13	8
CN(CC(=O)Nc1ccc(F)cc1)CC(=O)NC1CCCCC1	-19	3
CSc1nc(O)c(C(c2ccccc2Cl)c2c(O)nc(SC)[nH]c2=O)c(=O)[nH]1	1	-6
CN(C(=O)c1cccc(NC(=O)Cc2ccc(NC(=O)C3CCCN(S(=O)(=O)c4cccc([N+](=O)[O-])c4)C3)cc2)c1)C1CCCCC1 (stereo unspecified)	-7	-1
O=C1OCCN/C1=C\C(=O)c1ccccc1	33	-16
CC(=O)NCCNc1ccc([N+](=O)[O-])cc1C#N	10	-14
N#CCCn1cnc2ccccc21	-5	2
CCCn1c(NC(=O)CCNC(=O)c2ccccc2Cl)nc2ccccc21	-1	-4
CCCS(=O)(=O)NC(=O)C1(C)CCCN(C(=O)c2c(OC)cccc2OC)C1 (stereo unspecified)	6	3
Cc1ccccc1C(=O)OCc1cnc(Cl)s1	-8	6
CC(=O)Nc1ccc2c(c1)NC(=O)CC2	8	-9
O=C(CNC(=S)N(Cc1ccccc1F)C1CCCCC1)NCCCN1CCOCC1	-1	2
(listing goes on)
SMILES	H9c2 TAG inh	H9c2 TAG inh DAPI viability
CC(C)(C)N1C(=O)[C@H]2[C@@H](c3ccc(Br)cc3)N3C(=O)N(c4ccc(Br)cc4)C(=O)[C@@]3(Cc3ccccc3)[C@H]2C1=O	60*	0.1*
Cc1ccc(S(=O)(=O)N(C)c2ccc(C(=O)N3CCC(C(N)=O)CC3)cc2)cc1	-17	-3
CCc1noc(C)c1C(=O)Nc1nc2c(C)cccc2s1	-2	5
CN(C)c1cc(N/N=C\c2ccccc2)nc(N(C)C)n1	5	13
O=C1CC(Nc2ccc(N3CCOCC3)cc2)C(=O)N1c1ccccc1F (stereo unspecified)	2	0
Cn1c(N)c(C(=O)N2CCN(c3ccccc3)CC2)c(=O)n(C)c1=O	5	4
Cc1nn(-c2ccccc2)cc1/C=N/NC(=O)c1cccs1	4	7
CCCCCCC(=O)OCC(=O)c1ccc2c(c1)NC(=O)CO2	4	-11
COc1ccc2nc(-c3cccc(N)c3)[nH]c2c1	2	12
COc1cccc(NC(=O)Cn2cc(C#N)c3ccccc32)c1	-1	5

In the list so far, 20 contain a Cl atom:
SMILES	H9c2 TAG inh	H9c2 TAG inh DAPI viability
Cc1nnc(SCC2=C(C(=O)O)N3C(=O)C(NC(=O)Cn4nc(C(F)F)c(Cl)c4C)C3SC2)s1 (stereo unspecified)	-5	-5
COc1ccc(NC(=O)C(OC(=O)c2cnccn2)c2ccccc2)cc1Cl (stereo unspecified)	-5	-2
CCCn1c(N)c(C(=O)CN(C)CC(=O)Nc2c(Cl)cccc2Cl)c(=O)[nH]c1=O	7	-4
O=C(Cc1ccc(Cl)cc1)NNC(=S)NC(=O)c1cccs1	4	-5
CC(=O)Nc1ccc(NC(=O)C(C)OC(=O)c2c(C)nn(-c3ccccc3)c2Cl)cc1 (stereo unspecified)	14	2
N#C/C(=C\c1ccc(-c2ccccc2Cl)o1)C(=O)Nc1nc2ccccc2s1	5	-1
Cc1cc(=O)oc2cc(OCC(=O)N3CC(=O)Nc4ccccc43)c(Cl)cc12	14	2
[O-]c1n[n+](-c2ccc(Cl)cc2Cl)cc2ccccc12	-22	-2
O=C(CCSCc1ccc(Cl)cc1)NCc1cccnc1	-3	4
CC12CCC(=O)N1C(C(=O)NCCN1C(=O)S/C(=C\c3ccccc3Cl)C1=O)CS2 (stereo unspecified)	-14	-2
CC1(c2nnc(-c3ccc(Cl)cc3)o2)CC(c2ccncc2)=NO1 (stereo unspecified)	-3	-10
O=C(COC(=O)C1CCN(C(=O)c2ccc(Cl)cc2)CC1)NC1CCS(=O)(=O)C1 (stereo unspecified)	9	-2
CN(CC(=O)Nc1ccccc1Cl)C(=O)Cn1nnc(-c2ccc(F)cc2)n1	14	-5
O=C(CCCN1C(=O)/C(=C/c2ccccc2Cl)SC1=S)NNC(=O)c1ccc(Cl)cc1Cl	-8	35
CN1CCN(C2=Cc3cc(Cl)ccc3Sc3cc(F)ccc32)CC1	26	-4
Cc1nn(Cc2ccc(C(=O)N/N=C/c3ccncc3)o2)c(C)c1Cl	-6	-1
CC(=O)N(Cc1cccs1)Cc1cc2cc(C)c(C)cc2nc1Cl	-10	-2
CSc1nc(O)c(C(c2ccccc2Cl)c2c(O)nc(SC)[nH]c2=O)c(=O)[nH]1	1	-6
CCCn1c(NC(=O)CCNC(=O)c2ccccc2Cl)nc2ccccc21	-1	-4
Cc1ccccc1C(=O)OCc1cnc(Cl)s1	-8	6

These rows are one share of the data (hit frequency here may not be typical).
